# Screens as filed in PubChem BioAssay.
# RGS8-Gao reg: regulators of human RGS8-Galphao interaction; response (percent of control binding), % at 10 µM; P09471; multiplexed bead flow cytometry, RGS8-Galphao binding; actives lie on both sides; 220,000 compounds, 0.34% hits; AID 1423; in the data active = response below about 60% or above about 140%; inactive = in between;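 also: Galphao activated as the GDP aluminium fluoride complex binding bead-coupled RGS8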
# Bfl-1 Bim block: inhibitors of Bim-Bfl-1 interaction, human; Bead-based flow cytometry, Bim-Bfl-1 binding inhibition; Q16548; inhibition, % at 10 µM; 190,000 compounds, 0.12% hits;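 also: 0% = wells without compound plus tracer and 100% = blocker peptide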
# GSH bead fluor: GSH bead compound fluorescence profile; GSH beads flow cytometry, compound fluorescence 488/530 nm; stronger effect = higher value; fluorescence (KMESF) at 10 µM; 190,000 compounds, 0.25% hits; AID 1776; in the data active = fluorescence above about 89;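 also: glutathione beads carrying GST-tagged Bcl family fusion proteins plus one bare bead set; values are compound well signal with DMSO vehicle wells as background; inactives centre near 16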
# Bcl-B Bim block: disrupts Bim peptide binding to human Bcl-B | Q9HD36 | inhibition, % at 10 µM | bead-based flow cytometry | 190,000 compounds, 0.073% hits | AID 951;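 also: 0% = tracer peptide without compound and 100% = reference inhibitor peptide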
# Mcl-1 Bim block: human Bim-Mcl-1 interaction inhibition; 190,000 compounds, 0.1% hits; inhibition, % at 10 µM; AID 1009; Bead-based flow cytometry, Bim peptide-Mcl-1 binding;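 also: 0% = no compound tracer wells and 100% = peptide blocker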
# Target sequence (Q07820 whole entry, looked up): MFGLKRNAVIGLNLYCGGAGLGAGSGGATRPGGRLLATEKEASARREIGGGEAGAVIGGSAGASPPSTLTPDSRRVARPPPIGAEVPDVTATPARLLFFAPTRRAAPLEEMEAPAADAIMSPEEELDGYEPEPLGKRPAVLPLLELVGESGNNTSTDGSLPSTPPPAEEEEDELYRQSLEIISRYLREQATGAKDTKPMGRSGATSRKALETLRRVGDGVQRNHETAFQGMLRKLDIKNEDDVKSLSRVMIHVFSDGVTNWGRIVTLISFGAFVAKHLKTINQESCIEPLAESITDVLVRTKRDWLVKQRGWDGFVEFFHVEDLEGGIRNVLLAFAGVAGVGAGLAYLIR
# Bcl-2 Bim block: human Bim-Bcl-2 interaction inhibition. Bead-based flow cytometry, Bim peptide-Bcl-2 binding. inhibition, % at 10 µM. 190,000 compounds, 0.06% hits. AID 950; in the data active = inhibition above about 40%; inconclusive = no clear call, values can overlap the other calls;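 also: 0% = no compound wells with probe peptide and 100% = reference peptide inhibitor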
# Target sequence (P10415 whole entry, looked up): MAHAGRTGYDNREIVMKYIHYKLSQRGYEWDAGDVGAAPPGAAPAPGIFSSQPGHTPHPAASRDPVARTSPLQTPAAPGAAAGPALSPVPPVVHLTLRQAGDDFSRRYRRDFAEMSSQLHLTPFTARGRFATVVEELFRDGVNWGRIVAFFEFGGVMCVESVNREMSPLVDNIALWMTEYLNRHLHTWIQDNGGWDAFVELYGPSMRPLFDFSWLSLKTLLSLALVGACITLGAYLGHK
# RGS4-Gao reg: modulates binding of RGS4 to human Galphao; P09471; Multiplexed bead flow cytometry; actives lie on both sides; binding response (% of control), % at 10 µM; 220,000 compounds, 0.33% hits; AID 1415; in the data active = binding response below about 49% or above about 150%; inactive = in between;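 also: fluorescent Galphao activated with aluminum fluoride binding bead-coupled RGS4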
# RGS7-Gao: regulators of human RGS7-Galphao interaction. P09471. Multiplexed bead flow cytometry, RGS7-Galphao binding; actives lie on both sides. binding response (% of control), % at 10 µM. 220,000 compounds, 0.35% hits; in the data active = binding response below about 49% or above about 150%; inconclusive = no clear call, values can overlap the other calls; inactive = in between;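 also: fluorescent Galphao held in activated GDP-AlF4 state binding bead-coupled RGS7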
# Bcl-W Bim block: disrupts Bim peptide binding to human Bcl-W; 190,000 compounds, 0.02% hits; Q92843; inhibition, % at 10 µM; bead-based flow cytometry;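 also: 0% = bound tracer without compound and 100% = peptide blocker; higher means less fluorescent Bim peptide bound to Bcl-W beads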
# Target sequence (Q92843 whole entry, looked up): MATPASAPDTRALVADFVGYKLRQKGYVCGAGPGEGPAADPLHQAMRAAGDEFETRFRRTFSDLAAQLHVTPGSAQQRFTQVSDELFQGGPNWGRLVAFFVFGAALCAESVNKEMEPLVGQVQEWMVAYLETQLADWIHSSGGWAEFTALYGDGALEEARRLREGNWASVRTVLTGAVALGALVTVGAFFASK
# Bcl-XL Bim block: human Bim-Bcl-XL interaction inhibition; Q07817; Bim peptide-Bcl-XL binding, bead flow cytometry, fluorescence; inhibition, % at 10 µM; 190,000 compounds, 0.04% hits
# Target sequence (Q07817 whole entry, looked up): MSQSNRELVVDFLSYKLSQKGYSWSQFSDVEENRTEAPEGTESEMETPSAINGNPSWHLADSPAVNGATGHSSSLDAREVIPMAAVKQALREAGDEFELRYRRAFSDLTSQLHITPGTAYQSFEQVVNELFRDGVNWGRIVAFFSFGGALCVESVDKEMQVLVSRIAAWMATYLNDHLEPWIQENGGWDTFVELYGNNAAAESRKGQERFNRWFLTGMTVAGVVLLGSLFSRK
# Mcl1-Bid inh: disrupts binding of human Mcl-1 to Bid peptide. 220,000 compounds, 0.97% hits. inhibition, % at 21.7 µM. Q07820. TR-FRET Mcl-1/Bid-Dy647 peptide binding, 1536-well. AID 1021;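 active = compounds that cut the binding signal by more than half at the single screening dose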;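 also: His-tagged Mcl-1 with europium anti-His antibody binding Bid BH3 peptide; 0% = Mcl-1 plus peptide wells and 100% = peptide-only wells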
# The depositor's hits bear a star; ? = inconclusive; & = joins results of further samples. Rule as the data show it, unless noted: active = inhibition above about 40%.
SMILES,RGS8-Gao reg,Bfl-1 Bim block,GSH bead fluor,Bcl-B Bim block,Mcl-1 Bim block,Bcl-2 Bim block,RGS4-Gao reg,RGS7-Gao,Bcl-W Bim block,Bcl-XL Bim block,Mcl1-Bid inh
CCOC(=O)Cc1csc(NC(=O)CSc2nc(N)c3c(C)c(C)sc3n2)n1,104,-17,35,-3,-4,-10,107,97,0,-6,-8
Cc1ccccc1NC(=O)c1ccccc1NS(=O)(=O)c1cccc2cccnc12,100,1,14,0,0,1,100,96,-1,0,11
Cc1ccc(-c2cc(C(=O)Nc3cc(C)on3)c3ccccc3n2)cc1,99,-3,15,-1,-4,-1,99,105,-4,-4,-6
CCn1nc(C)c(CN2CCCC(CO)(Cc3ccccc3)C2)c1C (stereo not drawn),103,-8,15,-5,-2,-5,111,114,-2,-4,-4
Cc1ccc(NC(=O)c2cc(-c3ccccc3)nn2-c2ccccc2)c(Br)c1,98,0,6,0,0,0,97,98,0,-1,-19
Cc1ccc(NC(=O)N2CCC(NC(=O)c3ccccc3C)CC2)cc1,91,0,8,1,3,4,95,95,-2,0,-18
COc1cc2c(cc1OC)C(C(=O)N1CCCC1)C(c1ccccc1F)N(C)C2=O (stereo not drawn),99,-3,24,-3,-2,-4,98,97,-1,-2,-14
CCCc1[nH]nc2c1C(c1ccc(OC(=O)c3ccco3)cc1)C(C#N)=C(N)O2 (stereo not drawn),101,-15,34,-9,-2,-10,101,98,-3,-1,-30
COc1ccc(C(=O)O/N=C(/C)c2cccs2)cc1,100,-1,16,-1,-1,0,100,100,-2,0,-9
CCOC(=O)c1cccc(NC(=O)CSc2nc3ccccc3c(=O)n2CCOC)c1,9.5*,0,24,0,-5,-9,23*,13*,-1,-3,-10
O=[N+]([O-])c1ccc(C2CCCC/C2=N/OCc2ccccc2F)c([N+](=O)[O-])c1 (stereo not drawn),97,0,9,0,0,0,97,99,3,-2,-25
CC(C)(C)c1ccc(C(=O)Nc2ccccc2NC(=O)c2ccco2)cc1,99,-6,22,-7,-1,8,102,99,-4,-16,6
Cc1cc(NCCCn2ccnc2)n2nc(-c3ccc(F)cc3)cc2n1,99,-2,25,0,0,-3,95,95,1,0,-13
O=C(c1ccccc1)c1nn(-c2cccc(Cl)c2)c2nc(-c3ccccc3)cc(=O)n12,99,-1,12,-2,-5,-1,109,103,-1,-1,-43
Cc1nc(N2CCN(Cc3ccccc3)CC2)nc2c1C(=O)CCC2,99,0,15,-2,-2,-1,92,94,-2,-3,-3
Cc1cccc(CCN(CC(=O)NC(C)(C)C)C(=O)c2csnn2)c1,103,-10,15,0,-2,-6,100,99,0,-1,-19
COc1ccc(C)cc1S(=O)(=O)N(CC(=O)N1CCCC1)c1ccccc1,98,-11,34,-7,-2,-10,98,93,1,-4,-5
COc1ccc(/C=C/C(=O)N(c2ccccn2)C2CCCCC2)cc1OC,101,-9,14,-5,0,-7,100,?,1,-2,-28
COc1cc(/C=N/Nc2nc3c(c(=O)n(C)c(=O)n3C)n2Cc2ccccc2)ccc1OC(=O)c1ccco1,123,25,6,11,16,18,111,119,17,23,-14
Cc1noc(C)c1S(=O)(=O)N1CCC(Cc2ccccc2)CC1,97,-1,8,0,-1,-3,101,105,2,-1,-37
CCCN(CCC)CCCNC(=O)c1ccc2c(c1)N(CC)C(=O)c1ccccc1S2=O (stereo not drawn),120,-8,26,-7,-5,-2,105,102,-2,-9,-15
CCOC(=O)C1CCCN(S(=O)(=O)c2c(C)c(C)cc(C)c2C)C1 (stereo not drawn),102,-6,29,-7,-4,-7,102,99,-1,-3,-3
O=c1cc(CO)oc(CN2CCN(c3ccccc3)CC2)c1O,101,-11,51,-9,-5,-12,98,95,4,-8,-14
CCNc1ccc(C(=O)Nc2ccc3nc(C)sc3c2)cc1[N+](=O)[O-],98,14,8,-8,-3,1,98,97,-5,-9,-18
O=C(CCC(=O)c1ccccc1)NCCc1c[nH]c2ccccc12,100,-1,10,-4,-1,-1,97,97,-2,-5,-84
COc1cccc(OC)c1C(=O)OCC(=O)NC(=O)NCc1ccccc1,102,-6,13,-5,-4,-3,97,96,-1,-4,-32
CN(C)/C=N/C(=S)Nc1ccc(Br)cc1F,113,4,24,-10,-3,-5,101,104,-6,-4,-65
CC(C)(C)c1ccccc1OCCOCCSc1ncccn1,99,-13,34,-13,-5,-8,102,101,-5,-10,14
COC(=O)CN(n1cnnc1)S(=O)(=O)c1ccccc1Cl,96,-3,19,-2,-3,-4,97,97,-6,1,-11
COc1cccc(NC(=O)c2ccc(-c3ccc([N+](=O)[O-])cc3)o2)c1,90,16,12,-23,5,1,99,98,9,6,29
CCc1cc2ccc(C)cc2nc1SCC(=O)N1CCN(C(=O)c2ccco2)CC1,100,-15,22,-8,-2,-8,101,100,0,-7,-6
COc1ccc(CCN(Cc2nc3ccccc3c(=O)[nH]2)C(=O)c2ccco2)cc1OC,101,-11,54,-3,0,-4,102,101,-1,5,-37
COc1ccc(C(=O)OCCN2CCOCC2)cc1OC,89,6,14,2,3,2,92,92,3,3,-2
COCCCN1C(=O)C(O)=C(C(=O)c2ccco2)C1c1cccc(Br)c1 (stereo not drawn),106,1,15,1,6,-1,105,100,4,0,-34
Cc1nn(-c2ccccc2)c(Cl)c1C1C(C#N)=C(N)Oc2n[nH]c(C)c21 (stereo not drawn),99,-11,33,-6,-2,-8,108,104,-1,8,-5
CCN(CC)S(=O)(=O)c1cc(C(=O)Nc2cc(Cl)ccc2N2CCN(C)CC2)ccc1Cl,104,-15,35,-16,-6,-13,99,96,-5,-8,-4
Cn1cnnc1SC1CCCCC1NS(=O)(=O)c1ccc(Cl)cc1 (stereo not drawn),100,-2,14,-7,-4,-3,100,96,-4,-7,-20
O=c1cc(O)c2sc3nc(C(F)(F)F)c4c(c3c2[nH]1)CCCCC4,108,-6,10,-3,0,-3,102,101,-2,-4,-37
CN(C)CCn1c(=S)[nH]c2ccccc2c1=O,97,1,17,-2,-1,4,95,90,-1,0,-20
Cc1ccc(Nc2nnc(SCn3nnc4ccccc4c3=O)s2)cc1,104,-16,37,-11,-4,-8,106,102,0,-9,-20

# A second format for four compounds above:
Compound	RGS8-Gao reg	Bfl-1 Bim block	GSH bead fluor	Bcl-B Bim block	Mcl-1 Bim block	Bcl-2 Bim block	RGS4-Gao reg	RGS7-Gao	Bcl-W Bim block	Bcl-XL Bim block	Mcl1-Bid inh
CCN(CC)S(=O)(=O)c1cc(C(=O)Nc2cc(Cl)ccc2N2CCN(C)CC2)ccc1Cl	104	-15	35	-16	-6	-13	99	96	-5	-8	-4
Cn1cnnc1SC1CCCCC1NS(=O)(=O)c1ccc(Cl)cc1 (stereo not drawn)	100	-2	14	-7	-4	-3	100	96	-4	-7	-20
O=c1cc(O)c2sc3nc(C(F)(F)F)c4c(c3c2[nH]1)CCCCC4	108	-6	10	-3	0	-3	102	101	-2	-4	-37
CN(C)CCn1c(=S)[nH]c2ccccc2c1=O	97	1	17	-2	-1	4	95	90	-1	0	-20

# Going on with the list.
SMILES,RGS8-Gao reg,Bfl-1 Bim block,GSH bead fluor,Bcl-B Bim block,Mcl-1 Bim block,Bcl-2 Bim block,RGS4-Gao reg,RGS7-Gao,Bcl-W Bim block,Bcl-XL Bim block,Mcl1-Bid inh
O=S(=O)(Nc1nccs1)c1cnc(Cl)c(Br)c1,86,-5,12,-1,-3,1,96,90,-3,-6,-12
COc1ccc(S(=O)(=O)N(C)CC(=O)Nc2ccccc2OC)cc1,101,-8,44,-9,-2,-7,103,99,3,0,-11
O=C(O)c1cc(-c2ccco2)nc2ccc(Br)cc12,102&95,-5&4,23&10,-3&-5,4&-4,-3&0,98&99,92&87,1&-1,5&-4,26&-44
COC(=O)c1cc2ccsc2n1Cc1nc(-c2cccc(Cl)c2)oc1C,87,3,24,0,8,-1,86,86,3,7,-2
COc1ccc(NC(=O)CCC(=O)c2cccs2)cc1S(=O)(=O)Nc1ccccc1Cl,104,0,4,-1,-4,-3,101,101,-2,-5,-12
CC1CCN(S(=O)(=O)c2ccc(NC(=O)Cn3nnc(-c4ccccc4F)n3)cc2)CC1,100,-10,10,-10,-2,-12,103,103,1,-5,18
CCCCOCC(O)CN1CCN(C(C)=O)CC1 (stereo not drawn),101,-6,13,-2,2,-6,100,97,3,0,40
c1ccc(Cc2nnc3n2CCCCC3)cc1,97,-4,5,-1,0,-3,94,94,0,-1,5
CCOC(=O)CNC(=O)CSc1ncnc2c1nnn2-c1ccc(F)cc1,100,-10,31,-4,0,-4,98,101,2,-3,8
COc1ccc(CNS(=O)(=O)c2ccc3oc(C(=O)O)c(C)c3c2)cc1,95,-15,26,-7,-8,-13,85,92,-7,-8,13
CCOC(=O)C(NC(=O)Cc1ccccc1)(Nc1cc(C)on1)C(F)(F)F (stereo not drawn),103,2,30,-4,-2,0,109,115,-1,-1,1
CC1CC(C)CN(C(=O)CSc2nnc(-c3ccc(F)cc3)o2)C1 (stereo not drawn),97,-1,21,0,-1,1,99,98,0,0,-10
N#CC(Cc1ccccc1OC(F)F)c1nc2ccccc2[nH]1 (stereo not drawn),104,-8,18,-15,-29,-8,102,101,-18,-18,-27
Cc1ccc2[nH]c(-c3ccccc3)c(CN3CCOCC3)c(=O)c2c1,105,-7,41,-7,-2,-5,105,98,-4,-12,-6
O=c1c2ccccc2cnn1-c1ccc(Br)cc1,99,-4,67,-1,-2,-4,99,97,0,-2,2
O=C(COC(=O)C1CCCC1)NCc1ccc(Cl)cc1,102,-3,11,-2,7,-1,103,100,-1,0,0
CC1CCN(S(=O)(=O)c2ccc(NC(=O)N3c4ccccc4Sc4ccccc43)cc2)CC1,102,-14,34,-10,0,-6,101,102,2,3,-21
COCCCNC(=O)c1ccc(-c2csc(C)n2)cc1,102,-2,11,0,2,1,102,110,2,-1,2
CCSc1nc2c(c(=O)n1-c1ccc(F)cc1)SCC2,104,10,41,4,22,12,112,108,8,6,-11
O=C(NC1CC2CCCC(C1)N2C(=S)NCCc1ccccc1)C1CC1 (stereo not drawn),106,-2,25,-14,-1,-5,100,109,-2,-1,-54
COc1ccc(S(=O)(=O)NCc2ccc(C)cc2)cc1,96,-12,263*,-6,-3,-9,96,94,1,-21,-18
CNC(=O)CN(c1cc(C)ccc1OC)S(=O)(=O)c1ccc(C)cc1,96,-10,11,-5,0,-8,95,93,-1,-4,-13
COc1ccc(CC(=O)NNC(=O)c2cccs2)cc1OC,99,-8,9,-1,0,-3,95,93,-1,-2,-7
COc1ccc(C(=O)NCc2nnc(SCC(=O)Nc3cc(C)on3)o2)cc1OC,101,-4,9,-1,1,-2,98,99,-4,-1,-34
CSc1ncc(CN2CCCC(C(=O)c3ccc(C(C)(C)C)cc3)C2)cn1 (stereo not drawn),95,-6,13,-5,-2,-1,96,94,-5,-3,-16
O=C(Nc1ccc(N2C(=O)C3C4C=CC(C4)C3C2=O)cc1Cl)c1cccs1 (stereo not drawn),102,-5,14,-4,0,-2,103,?,1,0,-12
O=C1CCc2cc(S(=O)(=O)NC(C(=O)NCc3cccnc3)c3ccccc3)ccc2N1 (stereo not drawn),102,-13,18,-3,-1,-3,100,100,1,-3,-14
Cc1sc2ncn(CC(=O)NCCCC(=O)N3CCN(Cc4ccc5c(c4)OCO5)CC3)c(=O)c2c1C,101,-3,14,0,2,1,101,?,2,-2,-8
CC(C)(C)OC(=O)N[C@@H](Cc1ccccc1)c1nnc(S(=O)(=O)Cc2cccc(F)c2)o1,88,-6,23,2,-1,0,94,95,0,1,-29

# Compounds as they come (roughly 1.8% active in at least one column).
